# High-throughput results from PubChem.
# CatL block: inhibitors of human cathepsin L, biochemical | Procathepsin L (Homo sapiens), P07711 | purified cathepsin L, fluorogenic substrate, fluorescence | inhibition, %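 (tested at 10 µM)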 | hit rate 0.17% among 58,000; in the data active means inhibition above about 45%;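 further: 0% = enzyme with no compound and 100% = no enzyme blank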
# 5HT1a ag: human 5-HT1a receptor agonists, primary screen, cell-based, CHO, Ga15 NFAT-bla reporter. 5-hydroxytryptamine receptor 1A (Homo sapiens), P08908. CHO 5-HT1a Ga15 NFAT-bla reporter, FRET ratio; 0% basal, 100% maximal reference agonist. activation, % at 10 µM. hit rate 0.56% among 65,000;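 active means activation above the screen-wide mean activation plus 3 SD, cut at about 19% in these data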;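 further: 0% = DMSO wells and 100% = 5-CT at EC100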
# Cdc25B inh: inhibitors of Cdc25B phosphatase catalytic domain, primary screen, biochemical, OMFP fluorescence; recombinant Cdc25B, OMFP fluorescence Ex485/Em525; inhibition, %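 (compounds tested at 10 µM final in the well)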; hit rate 0.1% among 65,000; AID 368, 2006; M-phase inducer phosphatase 2 (Homo sapiens), P30305; in the data active means inhibition above about 50%
# C1s block: complement C1s protease inhibitors, primary screen, biochemical, 10-compound mixtures; mean inhibition % of two 10-compound mixtures (active compounds read high), % at 5 µM (by protocol); AID 538, 2006; hit rate 0.16% among 62,000; Complement C1s subcomponent (Homo sapiens), P09871; purified C1s, fluorogenic AMC substrate, pooled mixtures;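 active means inhibition above 20% in each of the two 10-compound mixture wells holding the compound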;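 further: 0% = enzyme wells lacking compound mixture and 100% = no-enzyme blank wells; some compounds called inactive have numbers as strong as hits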
# MKP-1 inh: MKP-1 phosphatase inhibitors, primary screen, biochemical, in vitro. Dual specificity protein phosphatase 1 (Homo sapiens), P28562. recombinant MKP-1, OMFP hydrolysis fluorescence. hit rate 0.15% among 65,000. inhibition, %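 (compounds tested at a single concentration somewhere between 10 and 100 µM)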. AID 374, 2006;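 active means inhibition above about 50%, limit read from the data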;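 further: 0% = DMSO max control wells and 100% = wells with enzyme stopped by NaOH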
# FXIa inh mix: FXIa protease inhibitors in compound pools, primary screen, biochemical, 10-compound mixtures; Coagulation factor XI (Homo sapiens), P03951; purified FXIa, fluorogenic substrate, pooled mixtures; inhibition, % at 5 µM; hit rate 0.19% among 62,000; AID 680, 2007;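 further: each value is inhibition by a whole ten-compound pool holding the compound; 0% = enzyme with no mixture and 100% = wells lacking enzyme; strong numbers were not always called active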
# Target sequence (P03951 19-387 limits assumed): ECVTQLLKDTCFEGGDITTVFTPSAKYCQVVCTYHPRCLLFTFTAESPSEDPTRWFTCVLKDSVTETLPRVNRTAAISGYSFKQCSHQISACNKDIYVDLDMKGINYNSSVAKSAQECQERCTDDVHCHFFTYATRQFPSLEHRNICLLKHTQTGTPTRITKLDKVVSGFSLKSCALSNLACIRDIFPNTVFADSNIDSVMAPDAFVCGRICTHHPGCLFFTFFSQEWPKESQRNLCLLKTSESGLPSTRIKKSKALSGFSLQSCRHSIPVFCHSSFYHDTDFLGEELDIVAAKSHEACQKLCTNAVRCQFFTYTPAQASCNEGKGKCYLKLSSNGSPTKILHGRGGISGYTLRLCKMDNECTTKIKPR
# Target sequence (P03951 388-625 limits assumed): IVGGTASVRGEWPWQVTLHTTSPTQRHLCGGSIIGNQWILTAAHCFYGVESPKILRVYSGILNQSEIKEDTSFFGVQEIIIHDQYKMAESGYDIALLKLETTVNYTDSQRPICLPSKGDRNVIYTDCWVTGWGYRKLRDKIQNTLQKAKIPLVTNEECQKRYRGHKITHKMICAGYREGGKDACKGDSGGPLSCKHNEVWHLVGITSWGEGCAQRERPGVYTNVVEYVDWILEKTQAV
# FXIIa mix inh: human factor XIIa inhibitors, primary screen, biochemical, pooled compound mixtures, fluorogenic substrate | Coagulation factor XII (Homo sapiens), P00748 | purified FXIIa | inhibition, % at 5 µM | hit rate 0.2% among 62,000 | AID 684, 2007;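 further: 0% = enzyme without compound and 100% = no enzyme blank; some results filed as inactive read as strong as hits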
# Hsp90 inh: tumor Hsp90 inhibitors, primary screen, cell lysate, fluorescence polarization, NCI-N417 lysate; Heat shock protein HSP 90-alpha (Homo sapiens), P07900; Cy3B-geldanamycin FP displacement; inhibition, % at 30 µM; hit rate 0.35% among 64,000;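 active means inhibition above 50%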;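 further: 0% = tracer plus lysate wells and 100% = tracer alone without lysate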
# Cathepsin G inh: human cathepsin G inhibitors, primary screen, biochemical, pooled compound mixtures, AMC fluorescence | purified enzyme, AMC-tetrapeptide fluorescence | inhibition, % at 5 µM (by protocol) | hit rate 0.2% among 62,000 | AID 581, 2007;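 active means inhibition above 20% in each of the two mixture wells holding the compound; inactive means inhibition of 20% or less in either well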;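 further: 0% = enzyme control without mixture and 100% = blank lacking enzyme; strong numbers were not always called active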
# Target sequence (P08311 21-244 limits assumed): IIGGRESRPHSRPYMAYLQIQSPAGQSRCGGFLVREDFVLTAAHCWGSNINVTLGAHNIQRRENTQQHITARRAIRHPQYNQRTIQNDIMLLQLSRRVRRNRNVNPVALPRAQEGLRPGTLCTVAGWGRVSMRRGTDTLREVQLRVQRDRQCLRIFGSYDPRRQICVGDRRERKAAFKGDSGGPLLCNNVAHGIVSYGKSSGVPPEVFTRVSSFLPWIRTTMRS
# An asterisk follows results filed as active; · = no result given; & = joins results of further samples. Unless noted, no stated cut-off is given here; in the data, active means inhibition above about 20% (passing the limit was not always enough); inactive means the rest. Compounds as they come. Share with any hit: about 1.6%.
SMILES,CatL block,5HT1a ag,Cdc25B inh,C1s block,MKP-1 inh,FXIa inh mix,FXIIa mix inh,Hsp90 inh,Cathepsin G inh
CC(C)OP(=O)(c1ccc(N(C)C)cc1)C(O)c1ccccc1F (configuration not stated),0,-0.6,8,-3,-5,1,-22,3,11
CCN(CC)c1nc(N)c2c(N)n(-c3ccccc3C)c(=S)c(C#N)c2c1C#N,0,3.9,-6,-41,11,11,6,-9,-4
CCOC(=O)CCC(=O)N1CCOCCN(C(=O)CCC(=O)OCC)CCOCC1,·,-2.2,-8,-26,-12,-8,5,-6,8
CCOc1ncccc1C(=O)OCC(=O)N1CCN(S(=O)(=O)c2ccccc2)CC1,-10,-1.3,-1,4,-8,6,2,-3,-1
Cc1c(Cl)cccc1NC(=O)CC(NCCN1CCOCC1)C(=O)O (configuration not stated),4,-2.5,11,-1,3,8,5,0,-3
COc1ccc(NC(=O)c2c(-c3ccccc3)noc2C)c(OC)c1,·,·,-14,-31,-4,-5,4,·,-7
Cn1c(=O)c2c(nc(CN3CCOCC3)n2CCN2CCOCC2)n(C)c1=O,21,0.3,1,-11,-4,3,6,-1,-3
CC(C)CCNC(=O)NC(=O)CN1C(=O)NC2(CCCCC2)C1=O,2,-3.9,-1,-13,12,2,-11,-2,-6
CC(=O)O[C@]1(C(C)=O)CC[C@H]2[C@@H]3C=C(Cl)C4=CC(=O)CC[C@]4(C)[C@H]3CC[C@@]21C,-8,1.3,-8,3,3,0,0,-2,-6
COC(=O)c1c(C)nc(C)c2c(=O)oc3ccccc3c12,22,0.9,-2,-25,0,4,2,-5,17
CCCNC(=O)NC(=O)CSc1ncc(C(F)(F)F)cc1Cl,5,2.2,2,-1,-6,4,11,-2,-2
Nc1c(C(=O)NCC2CCCO2)c2nc3ccccc3nc2n1-c1ccccc1 (configuration not stated),-485,11,-3,-82,30,-12,4,-6,-1
CN(C)CCCN1c2ccccc2CCc2ccccc21,10,-0.1,-10,-16,-23,11,6,-5&0,-6
Cc1cc(CNC(=O)Cc2c(F)cccc2Cl)nn1C,7,-0.9,-3,-20,4,1,4,-2,-8
COC(=O)c1ccccc1OC(=O)c1ccc(Br)o1,5,-1.5,2,1,16,5,5,-2,-2
CCCn1c(=O)c2ccccc2n2c(SCC(=O)/C(C#N)=C(\C)N)nnc12,-13,1.1,-10,-1,3,1,2,-5,7
CCN(CC)C(=O)CSc1nc(O)cc(=O)n1-c1ccccc1OC,3,-0.6,-7,14,5,3,5,0,5
CCOC(=O)N1CCN(C(=O)C(NS(=O)(=O)c2cccc3nsnc23)c2ccccc2)CC1 (configuration not stated),3,1.3,-5,-5,13,1,-4,-5,-7
COc1ccc(CCNC(=O)c2sc(=S)n(C)c2N)cc1,-7,1.0,-7,5,-13,10,0,-5,7
Cc1c(C(=O)NCc2ccc3c(c2)OCO3)sc2nc(-c3ccccc3)cn12,·,-1.4,-3,-15,8,1,1,0,-4
CC(=O)OC(C(=O)NCc1ccco1)c1cccnc1 (configuration not stated),2,-1.4,-12,1,0,4,2,-5,10
COC(=O)c1ccc(CSc2nnc3sc4ccccc4n23)o1,7,-0.7,-6,5,-5,2,1,·,9
CCOc1ccc(N(CC(=O)NCc2ccco2)S(=O)(=O)c2ccc(OC)c(OC)c2)cc1,10,-2.9,4,10,2,14,5,-2,5
COc1ccc(Cl)cc1CSc1n[nH]c(C)n1,·,-0.3,2,-5,-17,-1,0,1,4
c1ccc(-c2nn3c(-c4ccncc4)nnc3s2)nc1,·,-3.1,15,-27,9,8,-16,-6,-2

# An excerpt of these results, field by field:
> COc1ccc(Cl)cc1CSc1n[nH]c(C)n1
  CatL block = ·
  5HT1a ag = -0.3
  Cdc25B inh = 2
  C1s block = -5
  MKP-1 inh = -17
  FXIa inh mix = -1
  FXIIa mix inh = 0
  Hsp90 inh = 1
  Cathepsin G inh = 4
> COc1ccc(CCNC(=O)c2sc(=S)n(C)c2N)cc1
  CatL block = -7
  5HT1a ag = 1.0
  Cdc25B inh = -7
  C1s block = 5
  MKP-1 inh = -13
  FXIa inh mix = 10
  FXIIa mix inh = 0
  Hsp90 inh = -5
  Cathepsin G inh = 7

# The listing picks up, starting four compounds before the break.
SMILES,CatL block,5HT1a ag,Cdc25B inh,C1s block,MKP-1 inh,FXIa inh mix,FXIIa mix inh,Hsp90 inh,Cathepsin G inh
COC(=O)c1ccc(CSc2nnc3sc4ccccc4n23)o1,7,-0.7,-6,5,-5,2,1,·,9
CCOc1ccc(N(CC(=O)NCc2ccco2)S(=O)(=O)c2ccc(OC)c(OC)c2)cc1,10,-2.9,4,10,2,14,5,-2,5
COc1ccc(Cl)cc1CSc1n[nH]c(C)n1,·,-0.3,2,-5,-17,-1,0,1,4
c1ccc(-c2nn3c(-c4ccncc4)nnc3s2)nc1,·,-3.1,15,-27,9,8,-16,-6,-2
NC(=O)C1CCN(CCC(=O)Nc2ccc(Br)cc2)CC1,2,1.2,-8,·,-30,·,·,1,·
COC(=O)CCc1c(C)c(C(=O)c2ccco2)c2ccccn12,20,1.7,24,2,0,-4,7,-4,2
CCOc1ccccc1NC(=O)C1CCCN(S(=O)(=O)c2cccc3cccnc23)C1 (configuration not stated),30,0.9,2,15,4,1,-18,-2,16
O=C(CN1C(=O)c2ccccc2S1(=O)=O)N1CCN(c2cccc(Cl)c2)CC1,·,0.3,-9,·,13,·,·,-8,·
Cc1cc(=O)n2nc(N3CCCC(C(=O)NCCC4=CCCCC4)C3)sc2n1 (configuration not stated),4,0.2,-14,-4,3,5,7,-6,-1
Cn1ncc(C#N)c1/N=C/N(Cc1ccccc1)Cc1ccccc1,-8,-0.8,-12,15,-2,6,8,1,12
Cc1c(C(=O)O)oc2c1ccc1ccccc12,-1,-3.9,-5,0,5,6,-2,-2,-1
O=C(Nc1ccccc1)N1C(=O)C2(OCCO2)c2ccccc21,2,-0.7,2,-7,-12,6,-19,-3,5
O=C(Nc1nnc(C2CC2)s1)c1cccc(S(=O)(=O)N2CCc3ccccc32)c1,20,-1.7,-5,11,38,2,-4,-6,12
Brc1ccc(CSc2nnc(-c3ccccn3)n2Cc2ccco2)cc1,6,-1.2,-22,-22,9,4,8,·,-3
CC(=O)C1=C(C)NC(=O)NC1c1ccccc1 (configuration not stated),12,-2.4,-8,-111,3,-27,11,·,-20
O=C(NCc1csc(-c2ccccc2)n1)c1ccco1,5,-1.1,-9,2,-10,5,7,1,0
COCCn1c(N)c(C(=O)Nc2sc3c(c2C(=O)OC)CCCC3)c2nc3ccccc3nc21,2,1.4,-14,-8,38,7,3,-8,1
Cc1noc(C)c1CSc1nnc(-c2ccncc2)n1-c1cccc(Cl)c1C,0,1.5,-5,11,17,20,-1,-2,13
CN(C)S(=O)(=O)Nc1ccccc1C(N)=O,9,-2.2,-1,-1,-5,0,1,-1,14
Cc1ccc(Nc2nc(N)nc(CSc3nnnn3-c3ccccc3)n2)cc1,11,0.8,-4,-43,-3,-1,2,-2,-11
Cn1c(=O)c2c(nc(Sc3n[nH]c(N)n3)n2Cc2ccccc2Cl)n(C)c1=O,23,-0.7,11,-6,-1,4,-18,-2,-6
CC(C)(C)NC(=O)CC(CC(=O)O)c1ccccc1 (configuration not stated),21,-2.7,-1,14,-3,12,23,-3,9
C=CCSC1=C(C#N)C(c2ccccc2Cl)CC(=O)N1 (configuration not stated),0,-4.9,0,2,4,7,0,1,3
CCOC(=O)Cn1c(=O)oc2cc(S(=O)(=O)Nc3c(C)cc(C)cc3C)ccc21,·,0.0,-14,19,13,1,14,0,11
O=C(CCN1CCN(CCC(=O)c2ccccc2)CC1)c1ccccc1,·,-0.2,-11,-10,-3,6,5,0,-1
COc1ccc(N(Cc2cc3ccc(C)cc3[nH]c2=O)C(=O)c2ccco2)cc1,20,0.3,1,9,-21,3,2,-15,9
Cc1nc2cc(-c3ccc(F)cc3)nn2c(N2CCOCC2)c1C,10,-1.7,22,-5,11,-8,-5,0,11
COc1cc(C2N(c3ccc(Cl)c(Cl)c3)C(=O)C3CCCN32)cc(OC)c1OC (configuration not stated),-3,1.0,6,0,15,0,7,-2,10
Cc1nn(-c2ccccc2)c(CC(C)(C)C(=O)O)c1C(=O)O,8,0.8,2,-3,5,-3,-11,1,13
COc1cc2c(C(=O)N3CCCc4ccccc43)cn(C)c(=O)c2cc1OC,23,1.0,-15,-8,15,5,8,·,2
COc1ccc(S(=O)(=O)N(CC(=O)NCc2ccco2)C2CCCCC2)cc1OC,5,-2.9,-4,-2,11,5,-3,0,4
OCCN1CCN(c2ncnc3c2sc2nc(N4CCOCC4)c4c(c23)CCC4)CC1,-12,1.2,-18,9,34,10,3,·,7
CCOC(=O)c1c(NC(=O)CCC(=O)NCc2ccco2)sc2c1CCCC2,-4,0.8,-2,17,20,5,-7,0,13
CC(C(=O)N1CCc2ccccc21)N1CCc2ccccc2C1 (configuration not stated),-2,0.3,2,-1,22,-3,1,-3,6
